# Compound activity deposited in PubChem BioAssay by The Scripps Research Institute Molecular Screening Center.
# M1 PAM: potentiates human M1 receptor response to acetylcholine | P11229 | CHO-K1 hM1, Fluo-8 calcium fluorescence, ACh EC20; 0% = ACh EC20, 100% = maximal ACh | activation, % at 3 µM | 360,000 compounds, 0.088% hits | AID 588819; in the data active = activation above about 19%, passing the limit was not always enough
# Target sequence (P11229 whole entry, looked up): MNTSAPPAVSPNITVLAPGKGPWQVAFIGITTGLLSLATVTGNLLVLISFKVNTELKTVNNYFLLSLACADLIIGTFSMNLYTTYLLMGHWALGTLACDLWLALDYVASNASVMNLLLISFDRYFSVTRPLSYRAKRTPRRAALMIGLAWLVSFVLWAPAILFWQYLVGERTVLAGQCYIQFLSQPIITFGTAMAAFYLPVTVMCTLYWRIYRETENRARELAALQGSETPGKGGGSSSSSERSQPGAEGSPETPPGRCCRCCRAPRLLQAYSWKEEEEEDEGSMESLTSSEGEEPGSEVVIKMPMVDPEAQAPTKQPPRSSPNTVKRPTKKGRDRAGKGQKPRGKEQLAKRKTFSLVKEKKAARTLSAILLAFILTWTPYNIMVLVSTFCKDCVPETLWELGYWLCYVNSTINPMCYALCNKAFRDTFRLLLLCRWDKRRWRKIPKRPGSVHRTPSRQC
# CHO-K1 Ca ag: M1 agonist counterscreen hit in parental CHO-K1 cells; activation, % at 3 µM; 360,000 compounds, 0.48% hits; Fluo-8 calcium fluorescence; scaled to maximal ATP response, vehicle zero; in the data active = activation above about 15%;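 also: untransfected CHO-K1 host cells lacking M1 receptor as counterscreen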
# CHRM1 agonist: activates human CHRM1 receptor. P11229. 360,000 compounds, 0.33% hits. AID 588814. CHO-K1 hM1, Fluo-8 calcium fluorescence, agonist mode; 0% DMSO, 100% acetylcholine EC100. activation, % at 3 µM;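 active = activation above the run's mean compound activation plus 3 SD, cut at about 16% in these data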;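 also: peak over basal fluorescence ratio within a 140 s kinetic read after compound addition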
# OXTR potentiate: potentiates the human oxytocin receptor response. P30559. CHO-OTR cells, Fluo-8 calcium fluorescence, potentiator mode; 0% = oxytocin EC15, 100% = EC100. activation, % at 3 µM. 320,000 compounds, 0.061% hits. AID 2445;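 active = activation above that plate's cutoff, the mean activation of tested compounds plus 3 SD, cut at about 6.6% in these data, passing the limit was not always enough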;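 also: 100% uses oxytocin at 75 nM as the full agonist control; some results filed as inactive read as strong as hits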
# Target sequence (P30559 whole entry, looked up): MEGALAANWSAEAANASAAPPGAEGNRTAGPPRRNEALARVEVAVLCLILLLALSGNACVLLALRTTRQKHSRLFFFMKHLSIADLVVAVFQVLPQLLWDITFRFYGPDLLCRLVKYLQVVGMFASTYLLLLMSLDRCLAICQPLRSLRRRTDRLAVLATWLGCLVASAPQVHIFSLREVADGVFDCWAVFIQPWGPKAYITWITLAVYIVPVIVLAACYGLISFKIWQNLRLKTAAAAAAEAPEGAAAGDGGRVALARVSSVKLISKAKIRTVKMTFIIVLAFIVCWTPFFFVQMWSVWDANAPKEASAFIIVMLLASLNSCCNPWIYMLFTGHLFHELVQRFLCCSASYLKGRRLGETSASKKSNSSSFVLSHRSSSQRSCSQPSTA
#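 Assay system: CHO-OTR cells, human receptor / Also added: oxytocin at about EC15, sub-maximal agonist stimulus / Dosing: single dose, 3.0 µM nominal final compound concentration / Incubation: 6 min pre-incubation, 100 s read / Technique: Fluo-8 calcium dye fluorescence / Read-out: % activation vs EC15 and EC100 oxytocin / Benchmarks: EC15 oxytocin low, 75 nM oxytocin high / Replicates: singlicate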
# CHRM4 antagonist: antagonists of human muscarinic M4 receptor (CHRM4). inhibition, % at 3 µM. P08173. 360,000 compounds, 0.73% hits. CHO-hM4 cells, ACh EC80, Fluo-8 calcium fluorescence. AID 624125;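 active = inhibition above its plate's cutoff, the mean inhibition of sample wells plus 3 SD, cut at about 27% in these data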;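 also: 0% = acetylcholine EC80 with DMSO and 100% = DMSO without agonist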
# CHO parental Ca: counter-screen for OX1R antagonists: effect in parental CHO cells | inhibition, % at 5.6 µM | AID 463079 | parental CHO-K1, ATP-induced calcium, Fluo-8 fluorescence | 330,000 compounds, 0.63% hits;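 active = inhibition above that plate's mean sample inhibition plus 3 SD, cut at about 26% in these data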;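 also: 0% = ATP-challenged DMSO wells and 100% = DMSO wells without ATP; some compounds past the cut are filed as inactive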
#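 Assay system: untransfected parental CHO cell line. Also added: ATP agonist challenge. Dosing: one dose, 5.6 µM nominal. Measured by: Fluo-8 fluorescence. Read-out: % inhibition. Benchmarks: ATP wells versus no-ATP DMSO wells. Repeats: no replicates.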
# CHRM1 antagonist: human CHRM1 antagonism. 360,000 compounds, 1.3% hits. AID 588852. inhibition, % at 3 µM. P11229. CHO-K1 hM1, Fluo-8 calcium fluorescence, ACh EC80 antagonist;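 active = percent inhibition above its own plate's cutoff, namely the mean of that plate's compound wells plus 3 SD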;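 also: peak over basal fluorescence ratio during 140 s after agonist addition; 0% = ACh EC80 plus DMSO and 100% = DMSO alone without agonist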
# CHO-K1 Ca antag: nonselective inhibitor or artifact in parental CHO-K1 cells | ATP-induced calcium, Fluo-8 fluorescence | inhibition, % at 3 µM | 360,000 compounds, 0.6% hits | AID 602250;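 active = inhibition above a per-plate cutoff, the plate's mean sample inhibition plus 3 SD, cut at about 24% in these data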;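 also: 0% = DMSO plus EC80 ATP and 100% = DMSO alone without ATP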
# M4 ag: CHRM4 agonism in calcium assay | AID 624127 | 360,000 compounds, 0.14% hits | activation, % at 3 µM | CHO-K1 hM4/Gqi5, Fluo-8 calcium fluorescence; vehicle 0%, full acetylcholine response 100%;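 active = activation above the run mean over all test wells plus 3 SD, cut at about 32% in these data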;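 also: peak over basal fluorescence ratio per well then scaled between controls; 0% = DMSO wells and 100% = acetylcholine at EC100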
# Numbers without * were called inactive; nt = not tested or not shown.
# Results follow in this order: M1 PAM, CHO-K1 Ca ag, CHRM1 agonist, OXTR potentiate, CHRM4 antagonist, CHO parental Ca, CHRM1 antagonist, CHO-K1 Ca antag, M4 ag
COCCN(C(=O)COC(=O)c1cc2c(s1)CCC2)c1c(N)n(Cc2ccccc2)c(=O)[nH]c1=O
 : -2, -0.4, -1, -3, -5, -11, 11, 1, 1
CCOC(=O)c1nn(-c2ccccc2)c(=O)cc1OCC(=O)Nc1cccc(OC)c1
 : 4, 0.7, -1, -8, 3, -16, -4, -1, 2
CN(C)Cc1c(C(=O)N/N=C/c2cccs2)nnn1-c1nonc1N
 : 9, -0.5, 4, -8, 1, 13, 7, 10, 0
Cc1onc(-c2ccccc2Cl)c1C(=O)NCCn1ccc2ccccc21
 : -5, 0.7, -1, -17, 11, -25, -16, -1, 2
CCC1CCCCN1c1nc2c(C=O)c(C)nn2c2ccccc12 (stereo not given)
 : 2, 0.1, -8, -15, 0, -20, -4, -6, -3
Cc1cc(C)c(NC(=O)CSc2nc(=O)n(CCN3CCOCC3)c3c2CCCC3)c(C)c1
 : 3, 0.0, 0, -4, -14, -22, 2, 2, -2
CC1CCCCC1NC(=O)/C(C#N)=C/c1ccc(F)c(F)c1 (stereo not given)
 : 6, 0.3, 1, -5, -11, -31, -8, -3, 1
N#Cc1ccc(-c2nc3ccc(Cl)cn3c2Cc2cccc(F)c2)cc1
 : -3, 1.6, -5, nt, 2, nt, -13, -14, 6
CNC(=S)N1CCN(C(=O)c2ccco2)CC1
 : 4, 0.5, -4, -5, -3, -1, -2, -10, 1
COC1OC(O)C(NC(=O)C(F)(F)F)CC1O (stereo not given)
 : -2, 0.0, 0, nt, 3, nt, 2, -2, 0
CN1C(C(=O)Nc2ccc(C(=O)O)cc2)=C(O)c2ccccc2S1(=O)=O
 : 4, -0.2, -3, -7, -7, -14, -4, -13, 0
COc1ccc(OCC(=O)Nc2cc(-c3nn(C)c(=O)c4ccccc34)ccc2OC)cc1
 : 4, 3.0, 1, -1, -2, -23, -2, -1, 0
O=C(Nc1nc2ccc(S(=O)(=O)N3CCCC3)cc2s1)C1CCCO1 (stereo not given)
 : 8, 0.2, -4, 5, 5, -4, -2, 13, 1
O=C(NCc1cccnc1)c1ccc(S(=O)(=O)Nc2ccccc2)cc1
 : 5, 0.6, -4, -2, 1, -9, -4, -10, 2
O=C(c1ccc(S(=O)(=O)c2ccc(F)cc2)c([N+](=O)[O-])c1)N1CCCCCC1
 : -6, 12, -3, -17, 8, 15, 18, 17, 14
O=C1OC(Oc2ccc(Br)cc2)(c2ccccc2)c2ccccc21 (stereo not given)
 : -28, 0.8, -7, nt, 23, nt, 27, -22, -1
COc1cccc(C(=O)N2CCCC(Nc3ccc(C)c(C)c3)C2)c1 (stereo not given)
 : 5, -0.3, 0, -6, -10, -16, -8, 2, 2
COc1ccc(Cc2c(C(C)(C)C)nc3cc(C)c(Br)c(C)n23)c(C)c1
 : nt, 0.2, nt, nt, -14, nt, nt, -12, 0
COc1ccc(CC2(CO)CCN(CC3=CC[C@H]4C[C@@H]3C4(C)C)CC2)cc1
 : -4, 0.8, -1, -13, -1, -8, -1, -16, 0
CCOc1cc(C2C(C(=O)OC(C)C)=C(C)NC3=C2C(=O)CCC3)cc([N+](=O)[O-])c1O (stereo not given)
 : 6, 0.2, -8, 9, 2, -30, 1, -3, 0
COCCNC(=O)CCC1CCN(C/C=C/c2ccccc2OC)CC1
 : 1, 0.4, -7, -12, -2, -3, -5, -8, 0
CC(C)CNC(=O)C(=O)NCCCN1CCOCC1
 : 10, 0.7, -5, -8, 5, -3, -7, -18, 2
Cc1ccc(S(=O)(=O)N2CCCN(S(=O)(=O)c3ccc(C)cc3)CC2)cc1
 : 0, 2.3, -1, -21, 3, 13, 4, 3, 2
NC(=O)C(CC(=O)O)NC(=O)[C@@H]1CCCNc2c(I)cc([N+](=O)[O-])cc2C(=O)N[C@@H](CO)C(=O)N[C@@H](Cc2ccc(O)cc2)C(=O)N1 (stereo not given in full)
 : -1, 0.1, -3, -8, 10, -10, 6, -14, 1
Cc1ccc2nc(SCC(=O)NCc3ccc(S(N)(=O)=O)cc3)[nH]c2c1
 : 10, 0.0, -3, -7, -4, -5, -14, 6, 0
Cc1ccc(S(=O)(=O)NCCCNS(=O)(=O)c2ccccc2[N+](=O)[O-])cc1
 : 1, 1.3, -2, -9, -24, -5, -5, 2, 6
CC1CCN(CCNC(=O)c2ccc3c(=O)n(Cc4ccc(Cl)cc4)c(=S)[nH]c3c2)CC1
 : -4, 4.2, -1, -15, 29*, 29, 7, 5, 59*
O=C(NCc1ccc2c(c1)OCO2)c1cc([N+](=O)[O-])ccc1N1CCCCC1
 : -3, 2.3, -5, -4, 4, -19, -7, -9, 5
Cc1c(Cl)cccc1NC(=O)NCc1ccncc1
 : -4, -0.5, -3, -2, 1, 0, 7, 5, 1
COC(=O)C1=C(N)Oc2cc(C)n(Cc3cccnc3)c(=O)c2C1c1ccc(OC)c(OC)c1OC (stereo not given)
 : 11, 0.0, -3, -13, -4, -4, -18, -15, 0

# Single entries from the results shown:
# NC(=O)C(CC(=O)O)NC(=O)[C@@H]1CCCNc2c(I)cc([N+](=O)[O-])cc2C(=O)N[C@@H](CO)C(=O)N[C@@H](Cc2ccc(O)cc2)C(=O)N1 (stereo not given in full) @ CHRM1 agonist = -3
# CC1CCN(CCNC(=O)c2ccc3c(=O)n(Cc4ccc(Cl)cc4)c(=S)[nH]c3c2)CC1 @ M4 ag = 59*

# Next structures
# Results follow in this order: M1 PAM, CHO-K1 Ca ag, CHRM1 agonist, OXTR potentiate, CHRM4 antagonist, CHO parental Ca, CHRM1 antagonist, CHO-K1 Ca antag, M4 ag
CCN1C(=O)/C(=C2/Sc3ccccc3N2CC)S/C1=N\c1ncn[nH]1
 : -8, 3.1, 0, -11, 3, -11, 20, 2, 13
Cc1cc(=O)c2c(O)c(O)ccc2o1
 : 2, 0.0, 0, -13, 3, -2, 1, -2, 2
COc1ccc(CN2CCNC(=O)C2CC(=O)NCC(C)(C)N2CCOCC2)cc1C (stereo not given)
 : 8, 1.3, 4, -3, 0, 5, -15, -11, 0
O=C1C=C(Nc2cccc(Cl)c2)CC(c2ccco2)C1 (stereo not given)
 : 6, 2.2, 1, -3, -4, -14, -13, -22, 1
COCCn1c(C)cc(C(=O)CSc2nnc(C)s2)c1C
 : -1, 0.8, -5, -1, -3, -6, -14, -8, 1
COc1cccc(N2CCN(C(=S)Nc3ccccc3)CC2)c1
 : 2, 1.8, 2, -5, 2, -2, -3, -14, 1
O=C1c2ccccc2C(=O)N1Cc1cnc(N2CCN(c3ccccc3)CC2)s1
 : 7, 0.9, 0, -9, -1, -22, -6, -3, 2
CN1CCN(c2ncnc3c2c(-c2ccccc2)cn3-c2ccc(F)cc2)CC1
 : -3, 4.8, -4, -9, 7, -14, 6, -4, 15
O=C(c1cccs1)N1CCN(Cc2cn[nH]c2-c2ccc(F)cc2F)CC1
 : 3, 2.6, -4, nt, -13, nt, -3, -18, 4
COc1ccc(C(=O)NC(=O)Nc2ncccc2C)cc1
 : 12, 0.1, -1, -1, 15, 2, -10, 9, 0
CC(=O)c1c(O)c(C)c(-c2ccccc2)n(-c2ccccc2)c1=O
 : 4, -0.2, -7, 4, 3, -29, -21, 2, 0
COc1ccc(NC(=S)c2ccncc2)cc1
 : 4, 2.6, -1, -14, -13, -8, -18, -9, 2
Cc1c(NC(=O)c2cccs2)cccc1C(=O)O
 : 11, -0.3, -2, 6, 1, -9, -16, -5, 0
COc1ccccc1NC(=O)c1ccc(C)c(S(=O)(=O)N2CCCCC2)c1
 : 6, 1.0, -4, -11, -15, -19, -9, 4, 7
Cc1ccccc1NC(=O)COc1coc(CN2CCN(Cc3ccccc3)CC2)cc1=O
 : 0, 1.6, -8, 1, -10, -7, 4, -6, 1
CCNC(=O)COC(=O)c1csc2c1CCCC2
 : 12, 1.1, -8, -7, -2, -5, -8, -10, 1
Cc1ccc2c(C)c(C(=O)Nc3c(C)n(C)n(-c4ccccc4)c3=O)oc2c1C
 : -12, -0.3, -11, -8, 18, -24, 0, -3, 0
COc1ccc(CN2CCCC(C(=O)c3cccc(OC(C)C)c3)C2)cc1Cn1cccn1 (stereo not given)
 : -24, 5.2, -5, -6, 16, -38, 37*, -12, 6
CCCCNC(=O)C1(C)CCCCN1C(=O)c1ccc(OC)c(C(F)(F)F)c1 (stereo not given)
 : -6, 0.1, -2, nt, -1, nt, 6, -6, 1
CC1(C)Cc2ccccc2-c2nnc(-c3ccc4ccccc4n3)n21
 : 10, 7.9, 3, -6, 1, -12, -12, -5, 2
CSc1nc2c(c(=O)[nH]1)C(c1cccs1)C1=C(CCCC1=O)N2 (stereo not given)
 : 10, 0.6, -1, -9, 6, 6, -8, -20, 0
CCOC(=O)N1CCN(S(=O)(=O)c2ccc(F)c(C(=O)Nc3cccc(C)c3C)c2)CC1
 : 3, -0.1, -3, -7, 2, -12, -3, -3, -1
O=C(Nc1cc(N2CCOCC2)ncn1)c1ccc(F)cc1
 : 7, 0.2, -7, 6, 5, -7, -1, 3, 1
COc1ccc(NC(=O)CN2CCOCC2)cc1
 : 5, 0.0, -2, -4, -5, -12, -8, -2, 1
Cc1ccc(S(=O)(=O)Nc2cccc3c2O[C@H](CN(C)C(=O)Nc2cccc4ccccc24)[C@H](C)CN([C@H](C)CO)C3=O)cc1
 : 2, -0.1, -9, -5, 12, -31, -1, -12, 2
CN(C)CCCNC(=O)/C(=N\O)c1ccccc1
 : 10, -0.1, -3, -7, 4, -1, -9, 6, 0
CC[C@]12c3[nH]c4cc(-c5ccco5)ccc4c3CCN1C(=O)[C@@H](CC(=O)NCCc1ccccn1)C[C@@H]2C(=O)N1CCN(C(=O)C2CC2)CC1
 : 12, 0.5, -7, nt, -5, -1, -19, -8, 0
CO/N=C/C(=N\Nc1ccccc1)C(=O)c1ccccc1
 : 5, -0.3, -8, -11, -8, -36, -2, 11, 0
COc1ccccc1NC(=O)Nc1ccc(Cc2ccncc2)cc1
 : 8, 3.3, -2, -21, -4, 19, -6, -6, 5
COc1cc(NS(=O)(=O)c2ccc(OC)c(C)c2C)c(OC)cc1Cl
 : -8, 2.7, 0, -18, 9, 24, -5, 0, 0
Cc1cc(=O)oc2cc(OCCSCCN3CCOCC3)ccc12
 : -1, 1.1, -4, 1, 0, -19, 4, -1, 3
C[C@@]12C(=O)N(CCO)CC(=O)N1[C@H](/C=C/c1ccccc1)[C@@H]1C(=O)N(c3ccccc3)C(=O)[C@@H]12
 : -2, 1.1, -3, -1, 8, -16, 9, -11, 0
Cc1cccnc1N(C(=O)Nc1ccccc1)C1=NCC(C)(C)S1
 : -1, -0.1, -7, 0, 1, -5, -1, 16, 0
Cc1ccc(NC2CCCN(C(=O)CCC3(C)CC3)C2)cc1C (stereo not given)
 : -4, 3.0, -6, 1, -10, -17, -1, -12, 1
CCC(=O)c1ccc(OCC(O)CN2C(=O)NC(C)(C)C2=O)cc1 (stereo not given)
 : 5, 1.5, -1, -4, -6, -8, -7, -21, 3
